RGS4 inhibitor: inhibitors of human regulator of G protein signaling 4; Transcreener GDP fluorescence polarization, RGS4-accelerated GTP hydrolysis; Potency, µM (highest dose often 114 µM), for inactives: at the highest dose activity change, negative = inhibition, hits mostly inhibitors; actives 0.039% (n = 390,000); AID 504845; note: % is set by controls: 0 for no effect and ±100 for the full control effect; nearly all actives have a fitted effect of over 75% in size; some results filed as inactive show a strong effect at the top dose
Target sequence (P49798 whole entry, looked up): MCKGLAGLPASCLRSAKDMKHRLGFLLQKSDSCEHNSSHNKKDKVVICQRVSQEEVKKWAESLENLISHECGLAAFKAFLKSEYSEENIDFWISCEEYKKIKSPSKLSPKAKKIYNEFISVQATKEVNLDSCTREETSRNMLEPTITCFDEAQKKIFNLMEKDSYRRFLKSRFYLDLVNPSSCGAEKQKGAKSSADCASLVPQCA
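MLSMR compounds (23 nl, pin-transferred) preincubated 10 min at room temperature with a 500nM (2x) first reagent, then RGS4 at 900nM (2x) plus Transcreener GDP mix added; fluorescence polarization (620/688 nm) read before and after 90 min at 30 °C.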
ALOX12 inh: inhibitors of human 12S-lipoxygenase ALOX12. Potency, µM (titrated, usually from 108 µM), inactives show top-dose activity change, negative = inhibition, usual class: inhibitors. P18054. purified 12hLO, xylenol orange hydroperoxide absorbance. actives 1.1% (n = 580,000); note: % is set by controls: 0 for no effect and ±100 for the full control effect
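Purified human 12hLO (150 nM final) in 25 mM Hepes, 0.01% Triton X-100, pH 7.0 was preincubated 15 min at room temperature with compound. Then 40 uM arachidonic acid was added, 30 min. Hydroperoxide was read by Fe-XO absorbance ratio 573/405 nm.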
RXFP1 agonist: RXFP1 (human) receptor agonism. HEK293T-RXFP1 cAMP TR-FRET, 30 min; response scale: percent of porcine relaxin response, buffer zero. actives 0.3% (n = 370,000). AID 2676. Potency, µM (doses to about 57.5 µM), for inactives: top-dose activation, usual class: activators. Q9HBX9; note: % is set by controls: 0 for no effect and ±100 for the full control effect; nearly all actives have a fitted effect of over 60% in size; many of its hits are not listed in these tables
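cAMP rise read by TR-FRET after 30 min, 37C compound exposure (up to 58 uM) in RXFP1-transfected HEK293 cells with Ro 20174 present. EC50 from Hill-equation fits, with 29 nM porcine relaxin as 100% and buffer as basal.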
Vif-A3F inh: inhibitors of Vif-A3F interaction | HeLa A3F-eYFP + Vif (tagged APOBEC3F with the HIV-1 protein that degrades it), YFP fluorescence increase | Potency, µM (doses to about 46.1 µM), inactives show top-dose activity, negative = active | actives 0.2% (n = 390,000); note: % of control where 0% means no effect; nearly all actives have a fitted effect of over 65% in size
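HeLa cells stably expressing Vif plus C-terminally eYFP-tagged A3F were seeded, incubated overnight at 37 deg C, dosed with compound, incubated overnight again at 37 deg C. Yellow fluorescence (Ex 488/Em 500-530) reported blocked Vif-mediated A3F-eYFP degradation.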
mIDH1 inhibitor: blocks human mutant IDH1 R132H enzyme | O75874 | IDH1-R132H enzyme, NADPH consumption, diaphorase/resazurin fluorescence | Potency, µM (titrated, usually from 76.6 µM), without a hit: top-dose activity change, negative = inhibition, hits mostly inhibitors | actives 0.093% (n = 390,000) | AID 602179; note: % is set by controls: 0 for no effect and ±100 for the full control effect; nearly all actives have a fitted effect of over 65% in size
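IDH1-R132H (0.5 ug/mL) preincubated 30 min with compound, then NADPH (0.016 mM) and alpha-KG (2 mM) added; 80 min at RT, pH 7.5. Remaining NADPH coupled via diaphorase/resazurin to fluorescence (540/590 nm); concentration-response curves normalized to no-enzyme control.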
Vif-A3G inh: Vif-A3G binding inhibition. actives 0.076% (n = 410,000). Q9HC16. HeLa A3G-eYFP + Vif (tagged APOBEC3G with the HIV-1 protein that degrades it), YFP fluorescence, overnight. Potency, µM (highest dose often 46.1 µM), for the others: at the top dose activity, negative = active, hits mostly inhibitors;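 note: % is set by controls: 0 for no effect and ±100 for the full control effect; nearly all actives have a fitted effect of over 60% in size; hits raise eYFP signal because A3G escapes Vif-driven loss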
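Read-out is eYFP fluorescence (Ex 488/Em 500-530) from Vif-expressing HeLa A3G-eYFP cells; more signal means A3G escaped Vif-mediated degradation. Cells plated overnight, compound pinned in, incubated overnight at 37 deg C.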
USP1-UAF1 inh: USP1/UAF1 (human) deubiquitinase inhibition; Potency, µM (highest dose often 57.1 µM), without a hit: at the top dose activity change, negative = inhibition, hits mostly inhibitors; O94782; AID 743255; recombinant USP1/UAF1, Ub-Rhodamine cleavage fluorescence; actives 0.23% (n = 390,000); note: % is set by controls: 0 for no effect and ±100 for the full control effect; nearly all actives have a fitted effect of over 60% in size; inactives centre near -12
Target sequence (O94782 whole entry, looked up): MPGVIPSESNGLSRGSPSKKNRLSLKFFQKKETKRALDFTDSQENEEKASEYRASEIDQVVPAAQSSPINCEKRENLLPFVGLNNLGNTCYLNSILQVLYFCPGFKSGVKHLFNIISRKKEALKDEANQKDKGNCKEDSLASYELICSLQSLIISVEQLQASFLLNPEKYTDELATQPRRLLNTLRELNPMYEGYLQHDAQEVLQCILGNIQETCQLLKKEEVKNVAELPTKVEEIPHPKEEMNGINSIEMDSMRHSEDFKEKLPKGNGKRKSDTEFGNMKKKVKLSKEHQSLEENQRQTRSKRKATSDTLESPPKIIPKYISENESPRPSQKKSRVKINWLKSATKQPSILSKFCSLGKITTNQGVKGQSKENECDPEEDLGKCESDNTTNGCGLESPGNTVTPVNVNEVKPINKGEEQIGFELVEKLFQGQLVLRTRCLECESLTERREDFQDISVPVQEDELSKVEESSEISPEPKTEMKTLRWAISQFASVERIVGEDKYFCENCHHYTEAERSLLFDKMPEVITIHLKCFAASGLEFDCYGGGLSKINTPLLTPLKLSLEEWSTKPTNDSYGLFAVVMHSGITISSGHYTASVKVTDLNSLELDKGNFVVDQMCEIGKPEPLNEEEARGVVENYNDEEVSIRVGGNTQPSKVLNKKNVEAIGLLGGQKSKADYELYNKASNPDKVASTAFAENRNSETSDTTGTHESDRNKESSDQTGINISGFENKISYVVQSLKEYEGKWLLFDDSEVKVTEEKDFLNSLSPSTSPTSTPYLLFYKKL
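USP1/UAF1 complex at 1 nM was preincubated with compound for 15 min at room temperature, then Ub-Rho substrate (150nM final) was added. Fluorescence (480/540 nm) was read kinetically, 6 reads every 60 seconds.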
TrxR1 inh: blocks rat thioredoxin reductase 1; AID 588453; actives 1% (n = 390,000); O89049; Potency, µM (top dose mostly 114 µM), for the others: top-dose activity change, negative = inhibition, hits mostly inhibitors; recombinant rTrxR1, NADPH fluorescence consumption, selenite substrate; note: % is set by controls: 0 for no effect and ±100 for the full control effect; nearly all actives have a fitted effect of over 65% in size
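Rat TrxR1 (90 nM in the dispensed reagent) was pre-reduced with 400 uM NADPH for 5 min at room temperature, then incubated with compound for 15 min. After 400 uM selenite was added, NADPH fluorescence (Ex 340/Em 450 nm) was followed for 8 min.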
TrxR1 substrate: substrates of rat thioredoxin reductase 1; O89049; purified TrxR1 substrate turnover, NADPH consumption readout; Potency, µM (doses to about 114 µM), inactives show at the highest dose activity change, negative = substrate turnover; actives 0.01% (n = 390,000); AID 588456; note: % is set by controls: 0 for no effect and ±100 for the full control effect; nearly all actives have a fitted effect of over 50% in size
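Rat TrxR1, dispensed at 90 nM, was prereduced with 400 uM NADPH (final) for 5 min at ~22 deg C, then incubated with compound 15 min before 400 uM selenite. A first-read NADPH fluorescence drop versus no-compound background flagged substrates.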
The depositor's hits bear a star; ? = inconclusive; nt = not tested or not shown; & = joins results of further samples; [ ] = dose if it differs, or a comment. Calls come from the whole dose curve; as a rule, active = well fitted curve in the direction sought with a large enough effect; inconclusive = small, poorly fitted or top-dose-only effect, or another doubt; inactive = no such curve, though single readings can be large; an effect the other way counts as inactive or inconclusive. Potency is the fitted concentration of half-maximal effect. Only part of the results is shown; rates above refer to the full screens.

SMILES	RGS4 inhibitor	ALOX12 inh	RXFP1 agonist	Vif-A3F inh	mIDH1 inhibitor	Vif-A3G inh	USP1-UAF1 inh	TrxR1 inh	TrxR1 substrate
Cc1ccc(-c2noc(CN(C(=O)C34CC5CC(CC(C5)C3)C4)C(C)C)n2)cc1	-23%	-7%	3.5%	-2%	6%	0%	-6%	2%	-2%
Cc1ccc2c(CC(=O)NCCc3ccc(S(N)(=O)=O)cc3)coc2c1	-18%	-13%	7.4%	11%	3%	2%	-18%	0%	3%
O=C(CC1Sc2ccccc2NC1=O)NNc1ccc(Cl)c(Cl)c1 (stereo not given)	-1%	?	nt	2%	-7%	-15%	-1%	16%	1%
CNC(=O)COC(=O)c1ccccc1NC(=O)c1ccco1	23%[11.4 µM]	-2%	-0.1%	1%	-6%	3%	-18%	-16%	0%
Cc1ccc(-c2cc(C(=O)Oc3ccccc3Cl)no2)cc1C	-22%	-17%	1.2%	-1%	10%	5%	-10%	-4%	2%
O=C(O)c1cc(Cl)c(Cl)cc1C(=O)N1CCOCC1	6%	17%	0.2%	-5%	10%	3%	-24%	0%	13%
CN(C(=S)NC(=O)/C=C/c1ccc(F)cc1)C1CCCCC1	-6%	-27%	0.1%	?	-1%	5%	-23%	1%	0%
Cc1ccc(CNC(=O)c2ccc(NC(=O)c3nsc4ccccc34)cc2)cc1	-14%	-13%	20%	2%	-14%	7%	-7%	5%[57.1 µM]	2%[57.1 µM]
O=C(O)CCn1c(SCCc2ccccc2)nc2ccccc21	-30%	-1%	nt	17%	3%	-2%	-10%	22%	-18%[57.1 µM]
COc1cc2c3c(c1)C(C)CC(C)(C)N3C(=O)C2=O (stereo not given)	-5%	8%	1.9%	-2%	18%	-4%	?	25%[57.1 µM]	0%[57.1 µM]
Cc1ccc(NS(=O)(=O)c2ccc(C(=O)NCCCN3CCCC3=O)cc2)cc1C	-3%	-29%	0.3%	-10%	4%	-3%	-3%	14%	1%
CCOC(=O)c1c(C)oc2c1c(C=NCC1CCCO1)c(O)c1ccccc12 (stereo not given)	-14%	0%	1.3%	7%	7%	-5%	-27%	-12%	-8%
O=C(Nc1ccccc1C(=O)Nc1ccccn1)c1cc(F)c(F)cc1Cl	15%	22%	-0.8%	-5%	2%	-4%	-6%	20%	1%
CCCCn1c(N)c(N(CCOC)C(=O)c2c(C)noc2C)c(=O)[nH]c1=O	-15%	-10%	0.2%	9%	2%	-1%	-18%	-5%	0%
CC(C)(C)C(=O)O/N=C(\N)Cc1ccc(-c2csnn2)cc1	-7%	79%[activator]	-0.5%	-1%	6%	-17%	-17%	9%	3%
COc1ccc(CNc2nc(SCc3cc(=O)n4cc(Cl)ccc4n3)nc3ccccc23)cc1	13%	-7%	4.0%	1%	0%	0%	-4%	-13%	-5%
COc1ccc(C)cc1N(C(=O)c1ccco1)C(C(=O)NC1CCCC1)c1ccc(N2CCOCC2)cc1 (stereo not given)	-20%	-2%	6.1%	-3%	-10%	-8%	-3%	5%[57.1 µM]	2%[57.1 µM]
COc1ccc(N2CCN(C(CNS(=O)(=O)c3ccc(OC)c(C)c3)c3ccco3)CC2)cc1 (stereo not given)	-10%	-19%	2.1%	5%	-14%	5%	-17%	11%[57.1 µM]	-4%[57.1 µM]
O=C(NCc1cccnc1)C1CCN(C(=O)c2ccc(Cl)cc2Cl)CC1	-15%	12%	2.4%	2%	10%	-1%	-15%	-2%[57.1 µM]	11%[57.1 µM]
COc1ccc(C(=O)COC(=O)Cn2[nH]c(=O)c3ccccc3c2=O)c(OC)c1	-8%	nt	4.6%	-1%	1%	-1%	-5%	-3%	-4%
COc1ccc(NC(=S)N(CCCN2CCOCC2)Cc2ccco2)cc1	-22%	-3%	0.1%	0%	0%	0%	-16%	15%[57.1 µM]	2%[57.1 µM]
O=C(Cn1c(=O)n(Cc2ccco2)c(=O)c2ccc(C(=O)NC3CCCC3)cc21)Nc1ccc(F)cc1	-6%	-23%	3.9%	7%	-2%	-2%	-24%	14%	10%
O=C(Nc1ccc(Oc2ccccc2)cc1)C1CCCN(c2ncccn2)C1 (stereo not given)	-6%	4%	0.1%	-1%	6%	-1%	-1%	-5%	-5%
O=C1CS/C(=C\[N+](=O)[O-])N1c1ccc(OC(F)(F)F)cc1	-37%	-34%	-5.4%	4%	-8%	-2%	-9%	-7%	-8%
CCN(CC)S(=O)(=O)c1cc(NC(=O)C2CCN(c3ncnc4sc(C)c(C)c34)CC2)ccc1Cl	-13%	1%	1.9%	2%	1%	3%	-16%	9%	-5%
O=C(/C=C/c1ccc(F)cc1)Nc1cccc(S(=O)(=O)Nc2cccc(C(F)(F)F)c2)c1	-5%	-12%	3.1%	-3%	0%	0%	-23%	5%	-2%
COc1ccc(-n2ncc3c(N4CCc5ccccc54)ncnc32)cc1	7%	-3%	1.4%	0%	13%	-6%	-10%	23%	31%[activator]
Cc1ccc(-n2cc(CNCCc3ncc(C)[nH]3)c(-c3ccc(F)cc3)n2)cc1	-8%	-21%	2.6%	0%	9%	3%	-26%	5%	0%
CCOC(=O)c1c(S(=O)(=O)N2CCC(C(=O)Nc3ccc(C)cn3)CC2)c(C)n(C)c1C	-33%	-17%	-0.1%	1%	-14%	-5%	-16%	1%[57.1 µM]	-4%[57.1 µM]
CC(C)OCC1Cn2c(nc3c2c(=O)n(C)c(=O)n3C)O1 (stereo not given)	-8%	-2%	23%	3%	-2%	0%	-7%	21%[11.4 µM]	9%[11.4 µM]
CCc1ccc(CNC(=O)c2cc(=O)[nH]c3ccc(S(=O)(=O)N4CCCCC4)cc23)cc1	21%	-16%	0.6%	-4%	14%	2%	?	31%[57.1 µM]	4%[57.1 µM]
CC(C)CCN1CCN(Cc2cccc(C(F)(F)F)c2)CC1CCO (stereo not given)	-10%	1%	-0.5%	-1%	-1%	-3%	-6%	13%	1%
Cc1ccc(NC(=O)CN(C)S(=O)(=O)c2ccc3[nH]c(=O)oc3c2)c(C)c1	-20%[56.9 µM]	?	2.9%	1%	5%	4%	-20%	14%	2%
Cc1cc(Cl)ccc1Oc1ccc(C(N)=O)cc1[N+](=O)[O-]	-38%	?	-0.2%	-4%	3%	-4%	-14%	18%	0%
CC(C)Cn1c(SC(C)C(=O)Nc2ccc3c(c2)OCCO3)nc2ccccc2c1=O (stereo not given)	0%	21%	0.8%	3%	-5%	-7%	-4%	28%	-4%[57.1 µM]
O=c1[nH]cnc2scc(-c3ccc(-c4ccccc4)cc3)c12	-23%	-3%	1.7%	1%	-7%	1%	-1%	8%	1%
CN(C(=O)c1ccc2c(c1)OCO2)C1CCS(=O)(=O)C1 (stereo not given)	-16%	-11%	0.7%	-11%	11%	-1%	-20%	2%	-2%
O=C(CSc1nnc2n1CCCN2C(=S)Nc1ccc(Cl)cc1)c1ccccc1	?	-16%	0.3%	6%	3%	0%	-13%	-6%	-2%
Cc1noc(C)c1COC(=O)c1ccc2ccccc2n1	15%	-3%	0.6%	6%	-3%	-1%	2%	5%	0%
O=[N+]([O-])c1ccccc1/C=C/C=N/n1c(-c2ccc(Cl)cc2)n[nH]c1=S	-45%	-11%	-1.9%	3%	6%	-1%	-4%	-3%	1%
CC1CCc2sc(C(=O)N3CCN(c4ncccn4)CC3)cc2C1 (stereo not given)	0%	173%&-14%[activator]	nt	-6%	4%	0%	-3%	?	-14%
CCCc1cc(=O)oc2c(C)c(OCC(=O)Nc3ccc(CN4CCOCC4)cc3)ccc12	-39%	-7%	3.2%	0%	-4%	2%	0%	-24%	-13%
C[C@@H]1CN([C@H](C)CO)C(=O)c2c(c3ccccc3n2C)-c2ccccc2CO[C@H]1CN(C)S(=O)(=O)c1cn(C)cn1	nt	16%	nt	-10%	15%	-4%	-11%	nt	nt
CCc1ccc(C2=C/C(=C/c3cccnc3)C(=O)O2)cc1	7%	?	-0.4%	-7%	-1%	1%	-6%	-10%	-5%
CC(=O)Nc1ccc(NC(=O)CCCCCN2C(=O)c3ccccc3C2=O)cc1	1%	-59%	2.7%	-4%	0%	0%	-22%	-4%	-3%
N#Cc1c(-c2cccnc2)c2c([nH]c1=O)-c1ccccc1OC2	20%	?	8.1%	9%	10%	-1%	-21%	11%	887%[activator]
COc1ccc(C(C)(C)NC(=O)C2CCC(=O)N(C3CCCC3)C2)cc1OC (stereo not given)	-16%	5%	0.6%	3%	-3%	0%	-1%	2%	4%

Nothing new here: entries from further up.
SMILES	RGS4 inhibitor	ALOX12 inh	RXFP1 agonist	Vif-A3F inh	mIDH1 inhibitor	Vif-A3G inh	USP1-UAF1 inh	TrxR1 inh	TrxR1 substrate
CC(=O)Nc1ccc(NC(=O)CCCCCN2C(=O)c3ccccc3C2=O)cc1	1%	-59%	2.7%	-4%	0%	0%	-22%	-4%	-3%
N#Cc1c(-c2cccnc2)c2c([nH]c1=O)-c1ccccc1OC2	20%	?	8.1%	9%	10%	-1%	-21%	11%	887%[activator]
COc1ccc(C(C)(C)NC(=O)C2CCC(=O)N(C3CCCC3)C2)cc1OC (stereo not given)	-16%	5%	0.6%	3%	-3%	0%	-1%	2%	4%

Assay outcomes deposited in PubChem BioAssay by National Center for Advancing Translational Sciences (NCATS).
